Source: PubChem BioAssay (several laboratories)
PP1 counter = PP1-alpha (human) inhibition in PP5 counter-screen | purified PP1alpha, OMFP fluorescence | inhibition, % at 6.7 µM | 320,000 compounds, 0.9% hits | AID 2235;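 active = inhibition above the mean inhibition of all tested compounds plus 3 SD, computed separately for each screening campaign, cut at about 15% in these data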
Target sequence (P62136 whole entry, looked up): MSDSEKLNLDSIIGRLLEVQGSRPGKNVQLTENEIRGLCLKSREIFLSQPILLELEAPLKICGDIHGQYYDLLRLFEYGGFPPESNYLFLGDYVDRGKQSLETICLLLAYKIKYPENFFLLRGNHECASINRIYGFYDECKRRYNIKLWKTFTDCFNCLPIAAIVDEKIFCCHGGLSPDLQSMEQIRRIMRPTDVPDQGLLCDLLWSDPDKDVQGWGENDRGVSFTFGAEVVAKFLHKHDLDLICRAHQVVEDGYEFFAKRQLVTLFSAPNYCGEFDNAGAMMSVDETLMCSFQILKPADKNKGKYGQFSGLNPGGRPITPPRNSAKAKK
PREPL inh = inhibitors of human prolyl oligopeptidase-like enzyme PREPL; Q4J6C6; 320,000 compounds, 0.68% hits; inhibition, % at 5.96 µM; recombinant PREPL, fluorescence polarization activity-based probe; in the data active = inhibition above about 43%;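 also: 0% = enzyme with DMSO and 100% = wells lacking enzyme; many of its hits are not listed in these tables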
TPT1 inhibitor = C. albicans TPT1 enzyme inhibition; recombinant caTPT1, FP RNA substrate dephosphorylation; 300,000 compounds, 0.81% hits; inhibition, % at 5 µM;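 active = inhibition above the mean of all tested compounds plus 3 SD, set per screening campaign, cut at about 24% in these data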;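 also: plate controls were DMSO alone for no effect and ferristatin control at 100 nM for full effect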
CTSL1 counter = blocks F. hepatica cathepsin L1 in PFM18AAP counter-screen | recombinant F. hepatica cathepsin L1, Z-Leu-Arg-MCA fluorescence | inhibition, % at 5.96 µM | 300,000 compounds, 0.49% hits;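 active = inhibition above the mean of all tested compounds plus 3 SD, set per screening campaign, cut at about 17% in these data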;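 also: 0% = plate median of test compound wells and 100% = 1 µM Z-Phe-Ala-diazomethylketone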
HCV core dimer = blocks dimerization of HCV core protein; TR-FRET GST/Flag-core106 dimerization, 1536-well; inhibition, % at 5 µM; 300,000 compounds, 0.33% hits;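 active = inhibition above the mean of all tested compounds plus 3 SD, set per screening campaign, cut at about 45% in these data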
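Assay system: GST-tagged and Flag-tagged HCV core protein residues 1-106 / Times: compound-protein-antibody incubation 4 h at 22.5 °C / Signal: time-resolved FRET, ex 340 nm, em 617 and 671 nm / Evaluation: % inhibition based on acceptor/donor emission ratio / Benchmarks: wells lacking GST-core106 and wells with excess unlabelled core106 / Repeats: singlicate, one well per compound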
ZTA counter = blocks Epstein-Barr virus ZTA, an EBNA-1 counter-screen | P03206 | 320,000 compounds, 0.15% hits | inhibition, % at 11 µM | AID 2234 | ZTA-DNA binding, fluorescence polarization; in the data active = inhibition above about 33%
Target sequence (P03206 whole entry, looked up): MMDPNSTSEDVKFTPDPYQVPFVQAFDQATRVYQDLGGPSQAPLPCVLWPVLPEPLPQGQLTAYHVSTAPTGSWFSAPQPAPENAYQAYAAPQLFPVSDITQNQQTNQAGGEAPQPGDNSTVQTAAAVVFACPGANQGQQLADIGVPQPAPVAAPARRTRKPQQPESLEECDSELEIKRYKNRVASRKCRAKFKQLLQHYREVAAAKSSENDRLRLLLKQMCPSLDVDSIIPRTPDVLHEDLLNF
EBNA-1 inhibitor = blocks EBNA-1 binding to DNA; EBNA-1 DNA binding, fluorescence polarization; inhibition, % at 14.8 µM; 300,000 compounds, 0.34% hits; AID 1950; in the data active = inhibition above about 28%
PP5 primary = inhibitors of human protein phosphatase 5 (PP5). P53041. purified PP5c, OMFP substrate fluorescence. inhibition, % at 6.7 µM. 320,000 compounds, 0.18% hits;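 active = inhibition above the campaign's mean inhibition across all tested compounds plus 3 SD, cut at about 9.5% in these data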;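 also: 0% = DMSO only and 100% = 100 µM cantharidin control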
Target sequence (P53041 whole entry, looked up): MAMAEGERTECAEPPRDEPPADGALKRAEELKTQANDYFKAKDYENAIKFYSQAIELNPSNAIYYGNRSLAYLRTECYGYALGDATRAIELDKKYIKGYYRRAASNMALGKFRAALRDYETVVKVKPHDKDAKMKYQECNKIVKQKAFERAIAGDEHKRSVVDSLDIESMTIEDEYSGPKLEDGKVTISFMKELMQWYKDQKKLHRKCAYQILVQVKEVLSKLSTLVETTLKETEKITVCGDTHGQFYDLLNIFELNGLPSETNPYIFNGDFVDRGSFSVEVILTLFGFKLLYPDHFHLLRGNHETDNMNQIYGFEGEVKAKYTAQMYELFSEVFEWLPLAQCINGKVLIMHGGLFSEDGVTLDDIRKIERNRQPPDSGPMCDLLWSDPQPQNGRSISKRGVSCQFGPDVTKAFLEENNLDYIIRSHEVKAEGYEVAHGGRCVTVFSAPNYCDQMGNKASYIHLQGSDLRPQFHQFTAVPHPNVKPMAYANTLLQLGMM
Efflux pump inh = inhibitors of Candida antifungal efflux pumps expressed in yeast; S. cerevisiae Candida pump triplex, Nile Red efflux; inhibition, % at 10 µM; AID 485275; 330,000 compounds, 0.44% hits;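 active = plate passing quality check with inhibition over a set limit, or well fluorescence over plate mean plus 4 SD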;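 also: Nile Red retained in pooled yeast measured as flow cytometry median fluorescence; 0% = buffer negative control and 100% = Enniatin B positive control; higher means more Nile Red kept so more efflux inhibition; some compounds called inactive have numbers as strong as hits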
* marks the source's active call; other numbers are inactive results; . = no result given.

SMILES | PP1 counter | PREPL inh | TPT1 inhibitor | CTSL1 counter | HCV core dimer | ZTA counter | EBNA-1 inhibitor | PP5 primary | Efflux pump inh
CN(C)S(=O)(=O)c1ccc(N=Cc2c(C(F)(F)F)[nH]n(C)c2=O)cc1 | -1 | -1 | -2 | 1 | 4 | 4 | 3 | 1.2 | -0.1
Cc1cc2oc(=O)cc(Cn3nnc(-c4ccc(Cl)cc4)n3)c2cc1C(C)C | -3 | 10 | 0 | -1 | 13 | 20 | 3 | -0.7 | -0.2
CCOC(=O)c1c(NC(=O)CSc2nnc(-c3ccncc3)n2Cc2ccco2)sc(C)c1C | 4 | 4 | 0 | 2 | 6 | 4 | -4 | 0.9 | -0.1
Cc1cc(NC(=O)Nc2cc(Cl)ccc2C)no1 | 0 | 19 | -2 | -1 | -11 | -15 | -4 | 2.8 | -0.2
CC(c1ccco1)N(C(=O)CSc1ccc(Br)cc1)c1ccccn1 (stereo not given) | -1 | 15 | 5 | -2 | 3 | -6 | 0 | 0.3 | 0.0
Cc1ccc(CNC(=O)c2ccc([N+](=O)[O-])o2)cc1 | -1 | -6 | -5 | 0 | -3 | 1 | 6 | -3.5 | 0.0
Cc1cc(/C(O)=C2\C(=O)C(=O)N(CCN(C)C)C2c2ccncc2)ccc1OCc1ccccc1 (stereo not given) | -2 | 1 | 3 | 2 | -1 | 2 | -4 | -0.7 | 0.3
Nc1ccn(CC(=O)NCc2ccccn2)c(=O)n1 | 0 | 6 | . | . | . | -9 | . | 2.4 | -0.1
CCCCNC(=O)C(=O)NCC1CCCN1S(=O)(=O)c1cccs1 (stereo not given) | -3 | 15 | 2 | 5 | 4 | -2 | -8 | -1.5 | 0.3
O=C(Nc1ccc(Cl)c(Cl)c1)Nc1nnc(CC2=CCCCC2)s1 | 3 | 0 | -1 | 3 | -1 | 19 | 8 | 1.0 | 0.1
CCN(CC)CCN1C(=O)C(=O)/C(=C(/O)c2c(C)[nH]c(C(=O)OC)c2C)C1c1cccnc1 (stereo not given) | 0 | -4 | 5 | 0 | -5 | 1 | 6 | 2.6 | -0.1
CNC(=S)N/N=C1\CC(c2ccccc2)Oc2ccccc21 (stereo not given) | 0 | 1 | 1 | 7 | 4 | 1 | -10 | 1.0 | -0.1
COc1ccc(NS(=O)(=O)c2ccc(C)c(C(=O)NCc3cccnc3)c2)cc1 | -1 | -1 | 0 | 3 | 1 | 2 | -1 | -0.5 | 0.1
Cn1c(C(=O)OCC(=O)NCc2ccc(F)cc2)cc2occc21 | -1 | 6 | 0 | -1 | 0 | 8 | 2 | -0.6 | 0.0
CC(C)C[C@H](NC(=O)C1CC(=O)N(c2ccc3c(c2)OCCO3)C1)C(=O)NC1CCCC1 (stereo not given in full) | 2 | 2 | -1 | -7 | -5 | 3 | 0 | -0.8 | -0.1
CCN(Cc1ccccc1)S(=O)(=O)c1ccc2oc(C(=O)O)c(C)c2c1 | -3 | 2 | 1 | 8 | 2 | 7 | 5 | -1.1 | -0.2
COc1ccc2oc(-c3cccc(NC(=O)CSc4ccc(Cl)cc4)c3)nc2c1 | 3 | -17 | -3 | 0 | 2 | 4 | 16 | 3.5 | -0.2
O=C(Nc1ccc2c(c1)OCCO2)C1CCN(C(=O)c2ccc(Br)cc2)CC1 | -3 | 5 | 1 | 4 | 10 | 12 | -3 | -2.1 | 0.0
Cc1nn(-c2ccccc2)c(NC(=O)c2ccccc2)c1Br | 1 | 0 | -1 | -3 | -11 | -12 | -1 | -0.6 | 0.1
CC#CCN(CC#CC)S(=O)(=O)c1ccc(S(=O)(=O)N2CCOCC2)cc1 | -7 | 21 | -2 | -6 | 12 | 0 | -9 | 1.1 | 0.2
COc1ccc(-c2csc(CCN3N=C(C)CC3=O)n2)cc1 | -2 | 10 | 0 | 0 | 11 | 9 | 9 | 2.3 | -0.1
COc1ccc(C(=O)Nc2ccc3ccccc3n2)c(OC)c1OC | 1 | -5 | 2 | -6 | 0 | 19 | 5 | 3.4 | 0.0
N=c1c(C(=O)NCc2ccco2)cc2c(=O)n3ccccc3nc2n1Cc1ccccc1 | 8 | 12 | 17 | 0 | 65* | -12 | 4 | 3.1 | 0.3
Cc1ccc(S(=O)(=O)NCCN2CCOCC2)cc1C | -1 | 16 | 0 | -2 | 0 | -7 | 4 | 0.9 | 0.0

Rewritten with each value named: entries from further up
mol: Cn1c(C(=O)OCC(=O)NCc2ccc(F)cc2)cc2occc21
  PP1 counter = -1 | PREPL inh = 6 | TPT1 inhibitor = 0 | CTSL1 counter = -1 | HCV core dimer = 0 | ZTA counter = 8 | EBNA-1 inhibitor = 2 | PP5 primary = -0.6 | Efflux pump inh = 0.0
mol: CC(C)C[C@H](NC(=O)C1CC(=O)N(c2ccc3c(c2)OCCO3)C1)C(=O)NC1CCCC1 (stereo not given in full)
  PP1 counter = 2 | PREPL inh = 2 | TPT1 inhibitor = -1 | CTSL1 counter = -7 | HCV core dimer = -5 | ZTA counter = 3 | EBNA-1 inhibitor = 0 | PP5 primary = -0.8 | Efflux pump inh = -0.1
mol: CCN(Cc1ccccc1)S(=O)(=O)c1ccc2oc(C(=O)O)c(C)c2c1
  PP1 counter = -3 | PREPL inh = 2 | TPT1 inhibitor = 1 | CTSL1 counter = 8 | HCV core dimer = 2 | ZTA counter = 7 | EBNA-1 inhibitor = 5 | PP5 primary = -1.1 | Efflux pump inh = -0.2

(list continues)
SMILES | PP1 counter | PREPL inh | TPT1 inhibitor | CTSL1 counter | HCV core dimer | ZTA counter | EBNA-1 inhibitor | PP5 primary | Efflux pump inh
Cc1cc(NN)nc(NS(=O)(=O)c2ccc(Cl)cc2)n1 | 3 | -5 | 2 | 0 | 3 | 14 | -5 | 0.2 | 0.3
COc1ccc(N2CCN(C(=O)Cn3nnc(-c4cccs4)n3)CC2)cc1 | -6 | 19 | 1 | 1 | 5 | 2 | -4 | -0.2 | 0.0
CCc1ccc(NC(=O)C2CCN(c3c(N4CCCC4)c(=O)c3=O)CC2)cc1 | -8 | 14 | -1 | -1 | 8 | 2 | -6 | 2.9 | 0.1
Cc1[nH]n(C2=NCCS2)c(=O)c1N=Nc1ccccc1 | -4 | 2 | 2 | 1 | 1 | 10 | 10 | 0.6 | -0.2
COc1ccc(NC(=O)C(C)N(c2ccc(C)cc2)S(C)(=O)=O)c(OC)c1 (stereo not given) | -7 | 1 | -2 | -2 | -1 | 3 | -3 | 0.2 | -0.1
O=C(NCCS(=O)(=O)NCc1ccccc1Cl)c1ccc2c(c1)OCO2 | -3 | -15 | 2 | -2 | -2 | -11 | -4 | -0.4 | -0.1
CC(C)(C)[C@H]1C=C(C(=O)NCc2ccccc2)O[C@@H](OCc2ccc(CO)cc2)C1 | 4 | 2 | -2 | 0 | -4 | -17 | -15 | 6.2 | 0.0
Cc1cc(N2CCCC2)ccc1/C=N/n1cnnc1 | 18* | 38 | 3 | 2 | -2 | -2 | 5 | 1.9 | -0.1
CC1(C)CC(OC(=O)c2ccccc2)CC(C)(C)N1 | -4 | 6 | 4 | 0 | -3 | -8 | -8 | 3.6 | 0.1
O=C(O)CN1C(=O)COc2cc(S(=O)(=O)N3CCCC3)ccc21 | -3 | -5 | -3 | -1 | -1 | 7 | 2 | 0.0 | -0.2
CCN(CC(=O)Nc1cc(Cl)ccc1C)C(=O)CCOc1ccccc1C | -2 | 13 | -1 | 1 | 3 | 1 | 7 | 1.1 | -1.4
O=C(CN1C(=O)/C(=C/c2ccccc2)SC1=S)NNC(=O)c1ccccc1O | 6 | -4 | 1 | 5 | 11 | -2 | 6 | -0.2 | -0.2
COCCNC(=S)N/N=C(\C)c1ccc(Cl)s1 | -3 | -3 | -1 | 8 | 1 | 13 | 4 | 0.8 | -0.2
NCCNc1ccc([N+](=O)[O-])c(Sc2nc3ccccc3[nH]2)c1 | 1 | 4 | -1 | -4 | 0 | 29 | 6 | 3.0 | 0.1
O=C(CSc1cccs1)Nc1ccc(Cl)cc1 | -3 | -12 | -4 | 1 | -1 | -5 | 0 | -0.6 | 0.2
CC(OC(=O)c1cnc(Cl)c(Cl)c1)C(=O)NCc1ccccc1 (stereo not given) | -3 | -1 | . | . | . | 6 | . | -0.2 | -0.1
CC(C)C(=O)NC(=S)Nc1ccccc1C(=O)NC1CCCCC1 | 0 | 11 | -2 | 5 | -1 | -2 | 6 | 0.1 | 0.1
O=C(Nc1ccccc1)c1nc[nH]c1C(=O)NCc1ccccc1 | 0 | -1 | . | . | . | 13 | . | 4.4 | 0.1
CC1CCCCN1CCCNc1ccc(C(CC(N)=O)NC(=O)Cc2ccc(Cl)cc2)cc1[N+](=O)[O-] (stereo not given) | -3 | 4 | -4 | -1 | 3 | -9 | 12 | -0.9 | -0.1
CC(C)(C)NC(=O)Cn1c(SCC(=O)NC2CCCCC2)nc2ccccc21 | -1 | 1 | 0 | -3 | 2 | 4 | 13 | -1.1 | 0.1
COc1ccc(C(=O)Nc2sc(C(=O)N(C)C)c(C)c2C#N)cc1[N+](=O)[O-] | 0 | 6 | 1 | 3 | -2 | 0 | -9 | 3.4 | -0.1
CCc1ccc(N(C(=O)CNC(=O)c2ccco2)C(C(=O)NC2CCCC2)c2cccnc2)cc1 (stereo not given) | 3 | -5 | -2 | -1 | 0 | 1 | -17 | 0.6 | 0.7
CS(=O)(=O)N1CCCC(C(=O)Nc2ccccc2F)C1 (stereo not given) | -3 | 14 | -2 | 1 | -10 | -8 | -8 | 3.4 | 0.2
CCc1[nH]nc2c1C(Cc1ccccc1)C(C#N)=C(N)O2 (stereo not given) | -2 | 1 | -4 | 3 | 4 | 9 | 2 | -1.9 | -0.1
CSc1ccccc1C(=O)Nc1ccc(S(=O)(=O)NC2=NCCCCC2)cc1 | -4 | 0 | . | . | . | -6 | . | 2.7 | -0.2
Cc1ccc(S(=O)(=O)N2CCSC2=Nc2ccccc2)cc1 | 0 | -5 | 0 | -19 | 0 | 2 | -1 | 2.7 | 0.1
COc1cccc(NC(=O)CN(C)C(=O)c2cc(-c3cccc(Br)c3)nc3ccccc23)c1 | 0 | 12 | 3 | 7 | 3 | -6 | -6 | 1.9 | 0.3
CCOC(=O)C1(C/C(C)=N/NC(N)=O)CC(C)OC1=O (stereo not given) | -2 | 16 | 5 | 0 | -5 | -14 | -6 | -1.3 | 0.5
CN(C)S(=O)(=O)c1cccc(NC(=O)CSc2nnnn2-c2ccccc2)c1 | -2 | 5 | 1 | -2 | 2 | 3 | -1 | 1.1 | 0.1
C/C(N)=C(/C#N)C(=O)COC(=O)COc1ccc(Cl)cc1 | -4 | 12 | -2 | -6 | -3 | -7 | 6 | 0.4 | -0.3
COCCNc1nc(C)cc(-c2cc(C(=O)NCc3ccccc3)on2)n1 | 1 | 10 | -1 | -6 | -13 | -17 | 0 | 0.7 | -0.1
CC(CNS(=O)(=O)c1ccc2c(c1)CC(=O)N2C)c1ccccc1 (stereo not given) | -1 | 1 | -1 | 4 | 6 | 4 | 0 | -0.5 | -0.1
COc1ccc2c(c1)c(C(=O)N/N=C/c1cccs1)c(C)n2C | -4 | 2 | 1 | 1 | 5 | -3 | 5 | 1.5 | 0.1
COc1ccc(C(=O)OCn2nnc3ccccc3c2=O)cc1 | 3 | 4 | -2 | -5 | 6 | 6 | 0 | -1.4 | 0.1
O=c1c2cc(N3CCOCC3)ccc2[nH]c(=S)n1Cc1cccc(Cl)c1 | -4 | 32 | 4 | 4 | 11 | 1 | 30* | 3.0 | 0.1
O=C(N1CCOCC1)N1CCN(C(=O)N(c2ccccc2)c2ccccc2)CC1 | -5 | 1 | -1 | 1 | 0 | -1 | 7 | -2.0 | 0.0
Nc1c(C(=O)C2CC2)sc2nc(-c3cccs3)cc(C(F)(F)F)c12 | -1 | 7 | 3 | -1 | -8 | -6 | -6 | 1.8 | 0.2
COc1ccc(NC(=O)CN(Cc2ccccc2)Cc2ccccc2)cc1S(N)(=O)=O | -2 | 3 | 1 | -1 | 4 | -3 | -4 | -1.7 | 0.1

Only part of the results is shown, so the mix of outcomes need not match the whole.
